RAD52 anneal inh: RAD52 DNA annealing inhibitors, primary screen, biochemical, FRET, single point, set 2; 360,000 compounds, 0.46% hits; DNA repair protein RAD52 homolog (Homo sapiens), P43351; inhibition, % at 18.7 µM; recombinant RAD52 DNA annealing, FRET fluorescence;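 active = every replicate showing at least 50% inhibition; inconclusive = mean inhibition at least 50% but not in every replicate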
Target sequence (P43351 whole entry, looked up): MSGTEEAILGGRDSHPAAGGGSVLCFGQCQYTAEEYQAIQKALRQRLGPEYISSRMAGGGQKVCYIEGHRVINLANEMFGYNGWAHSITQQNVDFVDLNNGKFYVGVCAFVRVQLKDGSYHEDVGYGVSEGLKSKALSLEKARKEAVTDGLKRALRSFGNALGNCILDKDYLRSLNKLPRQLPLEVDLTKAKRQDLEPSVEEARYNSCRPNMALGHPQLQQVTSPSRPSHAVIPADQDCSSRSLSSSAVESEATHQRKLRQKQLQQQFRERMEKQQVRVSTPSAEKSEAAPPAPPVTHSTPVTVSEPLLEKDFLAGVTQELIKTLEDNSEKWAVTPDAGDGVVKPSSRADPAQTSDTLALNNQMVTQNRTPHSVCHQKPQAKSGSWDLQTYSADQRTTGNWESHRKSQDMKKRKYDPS
INS-1E GSIS act: GLuc luminescence reporter in INS-1E cells, primary screen for activators of glucose-dependent secretion of insulin. INS-1E GLuc reporter insulin secretion, 2-3 h. activation, % at 16.6 µM. 370,000 compounds, 0.61% hits;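 active = lowest replicate activation of at least 40%, so every replicate reaches that level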;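 note: 0% = median of neutral control wells and 100% = median of IBMX positive control wells; some compounds called inactive have numbers as strong as hits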
XiGFP reactiv: activators of inactive X chromosome reactivation, primary screen, imaging, XiGFP fibroblasts, GFP high-content imaging, set 2; AID 743238, 2013; activation, % at 7.58 µM; XiGFP mouse fibroblasts, % GFP-positive cells imaging, 3 d; cells co-treated with 5-aza-dC sensitizer; scaled so ellipticine positive control = 100%; 360,000 compounds, 0.055% hits;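 active = mean normalized replicate activation at least 10% and every replicate at or above 10%; inconclusive = only one of the two criteria met; inactive = mean below 10% and not all replicates reach 10%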;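 note: 0% = median of on-plate neutral control wells and 100% = ellipticine 6 µM median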
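Assay system: SV40-immortalized XiGFP fibroblast cells, line 68-5-11; buffer or medium: DMEM plus 5-aza-dC sensitizer; compound: one concentration, pinned; timing: compounds 3 days, fix/stain 15 min at room temperature; benchmarks: positive control ellipticine, 6 µM final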
DENV2 CPE rescue: inhibitors of DENV2 cytopathic effect, primary screen, cell-based, plate reader, single concentration. AID 651640, 2012. 350,000 compounds, 1.7% hits. CPE inhibition, % at 9.99 µM. DENV2-infected cells, cytopathic effect rescue; in the data active = CPE inhibition above about 20%, passing the limit was not always enough; inconclusive = no clear call, values can overlap the other calls; tested in BHK-21 cells;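 note: 0% = median of neutral control wells and 100% = median of positive control wells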
RAD54 inh: inhibitors of human RAD54 branch migration, primary screen, biochemical, fluorescence, single point | RAD54 Holliday junction branch migration, FAM/BHQ fluorescence | inhibition, % at 10.4 µM | 360,000 compounds, 0.14% hits | DNA repair and recombination protein RAD54-like (Homo sapiens), Q92698 | AID 602329, 2012;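 active = mean normalized replicate activity at least 40 and at least half of replicates scoring 40 or more; inconclusive = only one of the two criteria met; inactive = mean below 40 and under half of replicates reaching 40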;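 note: 0% = median of neutral control wells and 100% = median of positive control wells; inhibitors cause a drop in the FAM fluorescence signal; in these data hits start at about 50%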
Casp6 inh: human caspase-6 inhibitors, primary screen, biochemical, VEID-R110 fluorescence, single point, set 2. P55212. purified caspase-6, Z-VEID-R110 cleavage fluorescence. inhibition, % at 12.5 µM. 350,000 compounds, 0.53% hits. AID 686996, 2013;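 active = mean inhibition across replicates at least about 35%, with every replicate also reaching that limit, limit read from the data; inconclusive = only one of the two criteria met; inactive = neither criterion met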;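 note: 0% = median of neutral control wells and 100% = no fluorescence left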
Target sequence (P55212 24-179 limits assumed): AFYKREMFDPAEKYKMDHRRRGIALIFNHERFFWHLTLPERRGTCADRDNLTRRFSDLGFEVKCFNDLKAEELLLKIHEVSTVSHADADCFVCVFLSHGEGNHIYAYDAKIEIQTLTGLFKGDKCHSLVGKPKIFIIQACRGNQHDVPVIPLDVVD
Target sequence (P55212 194-293 limits assumed): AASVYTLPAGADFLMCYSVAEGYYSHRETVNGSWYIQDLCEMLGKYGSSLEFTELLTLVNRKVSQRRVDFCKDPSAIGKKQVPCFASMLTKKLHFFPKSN
F508del corr: F508del CFTR correction, initial screen, CFBE line, single point. activity (quench increase), % at 7.58 µM. CFBE cells, YFP halide quenching; stimulated with forskolin plus potentiator P3; % fluorescence drop versus neutral controls. 350,000 compounds, 0.36% hits. AID 720511, 2013;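 active = mean added fluorescence quench of at least 8% versus neutral control, with both replicates also reaching 8%; inconclusive = only one of the mean or replicate conditions met; inactive = mean below 8% and not both replicates reaching 8%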;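 note: cells transiently co-express mutant CFTR-F508del with the halide-sensitive YFP; corrector assay measuring rescue of mutant channel to the surface after 24 h compound exposure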
E-sel inducer: E-selectin induction in HUVECs, primary screen, imaging, HUVEC, immunofluorescence imaging, single point; normalized: neutral wells 0, TNF-alpha wells 100; activation, % at 7.58 µM; 260,000 compounds, 0.37% hits; AID 686992, 2013;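 active = mean E-selectin-positive cell signal at least 10% of the positive control, reached in at least 60% of replicates, without over 20% cell loss; inconclusive = no rule given, readout overlaps actives, possibly toxicity-flagged; inactive = the rest, including those meeting only one limit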;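 note: in these data hits start at about 27%; measured in HUVEC primary endothelial cells; signal is the percent of cells scored E-selectin positive by PE staining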
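System: HUVEC / Compound: single concentration / Signal: immunofluorescence imaging / Read-out: percent E-selectin-positive cells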
An asterisk follows results filed as active; u = inconclusive; x = not tested or not shown.

SMILES | RAD52 anneal inh | INS-1E GSIS act | XiGFP reactiv | DENV2 CPE rescue | RAD54 inh | Casp6 inh | F508del corr | E-sel inducer
O=C(O)c1cc(-c2ccc(Cl)s2)nc2ccccc12 | -12 | -7 | 0.0 | -1 | x | 5 | 0.2 | x
COc1ccc([C@H]2CC(=O)C=C(c3ccc(C(F)(F)F)c(C(F)(F)F)c3)C2)cc1OC | -19 | -2 | 0.1 | -3 | 0 | -4 | -4.0 | 0.0
COc1ccc(C(CNC(=O)c2ccc(Cl)c(S(=O)(=O)N3CCCC3)c2)N2CCCC2)cc1 (centres undefined) | -225 | -13 | 0.6 | u | 1 | -5 | 1.5 | x
CCCn1c(NC(=O)CN2C(=O)NC3(CCCC3)C2=O)nc2ccccc21 | 1 | 14 | 0.2 | 3 | -13 | 0 | 1.5 | -0.9
O=C(C[C@@H]1CC[C@H](NS(=O)(=O)c2ccccc2)[C@H](CO)O1)NCc1ccccc1F | -2 | 22 | 0.2 | -3 | 3 | -1 | 0.5 | -0.4
CC(Sc1nnnn1-c1cccc(F)c1)C(=O)NC1CCCC1 (centres undefined) | -3 | 5 | -0.1 | 3 | 3 | 2 | 1.4 | 0.0
CSCC(C)N1CCC(Oc2cccc(C(=O)NCc3ccccn3)c2)CC1 (centres undefined) | -81 | 16 | 0.0 | 10 | -9 | -11 | 0.3 | -0.5
COc1ccc(C(=O)C[C@@H]2OC[C@H](C(C)C)N2S(=O)(=O)c2ccc(C)cc2)cc1OC | 0 | x | -0.1 | 1 | x | -3 | 5.5 | 0.2
COc1cccc(-c2cnc(C(O)c3ccc(Cl)cc3)[nH]2)c1 (centres undefined) | -38 | x | -0.1 | u | -9 | 12 | 1.8 | -0.1
N#Cc1c(SCC(=O)Nc2ccccc2)nsc1SCC(=O)Nc1ccccc1 | -5 | -5 | 0.0 | -2 | x | 5 | -2.3 | 0.4
CC(C)n1nnnc1C1c2ccccc2C(=O)N1Cc1cccnc1 (centres undefined) | -5 | 32 | 0.0 | -13 | x | -1 | -1.2 | 22
O=C(Nc1nccs1)c1ccc(Br)s1 | -10 | 9 | 0.0 | 0 | -22 | 0 | 1.0 | 5.7
CCC(=O)N(C)C[C@@H]1Oc2cc(-c3ccccc3F)ccc2S(=O)(=O)N([C@@H](C)CO)C[C@@H]1C | -1 | 14 | 0.2 | 9 | -1 | 1 | 2.0 | -0.2
C[C@H](CO)N1C[C@H](C)[C@H](CN(C)S(=O)(=O)c2ccc(Cl)cc2)OCCCC[C@H](C)Oc2ccc(NC(=O)NC3CCCCC3)cc2C1=O | 6 | -4 | 0.0 | 50* | 0 | -1 | -5.8 | 0.0
CN(CCc1ccccc1)C(=O)c1ccc(NC(=O)Cc2cccc([N+](=O)[O-])c2)cc1 | -16 | -38 | 0.0 | -3 | -5 | -3 | 2.4 | -0.2
COc1cccc2cc(C(=O)N3CC(C)OC(C)C3)c(=O)oc12 (centres undefined) | -13 | 8 | 0.0 | 7 | -1 | 4 | 1.3 | x
COc1ccc(-c2cc(C3CCNCC3)[nH]n2)cc1 | -36 | -7 | 0.0 | -5 | 8 | -7 | -0.1 | 1.1
CSc1ncccc1C(=O)N(C)CC(=O)Nc1ccc(Cl)c(C(F)(F)F)c1 | 2 | -35 | 0.1 | -13 | -12 | -108 | -4.7 | 0.1
O=C(C1CCCC1)N1[C@H](CO)[C@H]2c3ccccc3N(S(=O)(=O)c3ccccc3)C[C@H]21 | -8 | -8 | 0.1 | -10 | -19 | 5 | -1.6 | 0.1
Cc1ccc(S(=O)(=O)N(C)C)cc1NC(=O)CCc1c[nH]c2ccccc12 | -5 | x | 0.0 | 0 | x | 2 | -0.8 | x
C[C@H](CO)N1C[C@H](C)[C@H](CN(C)C(=O)Nc2ccc3c(c2)OCO3)Oc2ccc(NS(=O)(=O)c3ccc(F)cc3)cc2C1=O | 0 | 10 | -0.9 | 2 | 6 | -1 | -0.1 | -16
CCOC(=O)c1c(NC(=O)c2ccc(Cl)s2)sc(C)c1C | -23 | 0 | 0.0 | -4 | -6 | 12 | 0.9 | x
CCC(NC(=O)C1CCCC1)c1ccc(C)cc1 (centres undefined) | -10 | 1 | 0.0 | -6 | -10 | -1 | -2.5 | x
CCCCn1c(N)c(N(CCOC)C(=O)c2cccc(S(=O)(=O)N3CCCCC3)c2)c(=O)[nH]c1=O | -15 | 1 | 0.0 | 0 | -4 | 11 | 1.1 | -0.2
Cc1cccc(Oc2ccc(NC(=O)c3ccccc3C(=O)O)cc2)c1 | -34 | -6 | -0.1 | 11 | 9 | -4 | -1.0 | -0.7

Filtered by structure, the entries above containing two or more sulfur atoms.
SMILES | RAD52 anneal inh | INS-1E GSIS act | XiGFP reactiv | DENV2 CPE rescue | RAD54 inh | Casp6 inh | F508del corr | E-sel inducer
N#Cc1c(SCC(=O)Nc2ccccc2)nsc1SCC(=O)Nc1ccccc1 | -5 | -5 | 0.0 | -2 | x | 5 | -2.3 | 0.4
O=C(Nc1nccs1)c1ccc(Br)s1 | -10 | 9 | 0.0 | 0 | -22 | 0 | 1.0 | 5.7
CCOC(=O)c1c(NC(=O)c2ccc(Cl)s2)sc(C)c1C | -23 | 0 | 0.0 | -4 | -6 | 12 | 0.9 | x

(cont.)
SMILES | RAD52 anneal inh | INS-1E GSIS act | XiGFP reactiv | DENV2 CPE rescue | RAD54 inh | Casp6 inh | F508del corr | E-sel inducer
O=C(Nc1nnc2n1CCS2)c1ccc(Br)o1 | -15 | 24 | 0.0 | 18 | -1 | 0 | 0.0 | -0.3
C=CCOC(=O)N1CCC2CC1c1cc(-c3ccc(OC)cc3)ccc12 (centres undefined) | -4 | -5 | 0.3 | 5 | 1 | -1 | -0.3 | -0.4
COc1cccc(NC(=O)C[C@H]2CC[C@H]3[C@H](COc4ccc(NC(=O)C5CC5)cc4C(=O)N3C)O2)c1 | -2 | -2 | 0.1 | -2 | -9 | 1 | -0.8 | 0.1
COc1ccccc1NC(=O)C(C)OC(=O)c1nc2nc(C)cc(C)n2n1 (centres undefined) | 2 | 5 | 0.2 | -6 | 3 | 0 | 0.1 | 1.7
COc1ccc(S(=O)(=O)Nc2cccc3c2O[C@@H](CN(C)S(=O)(=O)c2ccccc2)[C@H](C)CN([C@H](C)CO)C3=O)cc1 | x | 10 | -1.1 | 3 | 4 | x | 1.9 | -0.2
Cc1cc(C)n(-c2ccc(C(=O)NCC(=O)Nc3cc(Cl)ccc3Cl)cc2)n1 | -23 | -6 | 0.1 | 17 | 4 | 0 | -2.8 | 2.4
CC(=O)c1sc(NC(=O)c2ccc(C)c(C)c2)nc1C | -15 | 5 | 0.0 | 1 | x | -1 | 1.1 | x
O=C(COC(=O)CNC(=O)c1ccc(Cl)cc1)Nc1cccc(S(=O)(=O)N2CCCC2)c1 | -16 | -10 | -0.3 | 0 | 1 | 0 | 0.1 | -0.6
CCN(CC)c1ccc(NC(=O)CCN2C(=O)c3ccccc3S2(=O)=O)c(C)c1 | 4 | -7 | -0.1 | -1 | -1 | 5 | 0.1 | 0.4
CN1CCN(C(=O)CN(c2ccccc2)S(=O)(=O)N(C)C)CC1 | -23 | 8 | 0.0 | -3 | x | 13 | -3.0 | x
CSCC(C)N1CCC(n2nccc2NC(=O)c2ccc3c(c2)OCO3)CC1 (centres undefined) | -101 | 5 | 0.2 | 1 | 0 | -10 | 0.6 | x
COCCn1c(NC(=S)NC(=O)C2CC2)cc(=O)[nH]c1=O | -39 | -7 | 0.1 | 10 | 3 | 2 | 1.5 | 1.8
CCOC(=O)C(C)n1nc(/C=C/c2ccc(OC)cc2)ccc1=O (centres undefined) | -9 | -20 | 0.0 | -3 | x | 2 | -0.6 | x
O=C(NCCCn1ccnc1)c1cc2ccccc2o1 | -3 | -13 | x | -3 | -3 | -6 | -2.2 | 0.2
CC(C)NC(=O)N(C)C[C@H]1Oc2c(NC(=O)NC3CCCCC3)cccc2C(=O)N([C@H](C)CO)C[C@H]1C | 2 | 9 | -0.1 | 15 | 3 | x | -1.5 | -0.3
Brc1ccc(CSc2nnc(-c3ccco3)o2)cc1 | 3 | 5 | 0.0 | 1 | x | 5 | x | x
COc1ccc(NC(=O)N(C)C[C@@H]2OCc3ccccc3-c3ccccc3C(=O)N([C@H](C)CO)C[C@H]2C)c(OC)c1 | -1 | 1 | 0.3 | 8 | 7 | -1 | -1.0 | 0.4
CN1CCN(CC(=O)NC(=O)NC2CCCCC2)CC1 | -4 | -1 | 0.1 | 5 | -6 | 0 | 1.5 | -1.8
CSc1ncnc2c1ncn2CCCNCC(c1ccccc1)c1ccccc1 | -1 | -30 | 0.2 | -3 | 5 | 0 | 0.0 | u
O=C(Nc1ccc(F)cc1)C(c1ccccc1)N1CCN(c2ccncc2)CC1 (centres undefined) | -7 | -18 | 0.0 | -2 | x | 1 | 0.5 | -0.2
COc1ccc(NC(C)=O)cc1S(=O)(=O)N1CCN(C(=O)c2ccccc2F)CC1 | 1 | 2 | 0.1 | 11 | 10 | -1 | -1.1 | -0.5
CC(C)NC(=O)N[C@H]1C=C[C@@H](CC(=O)NCc2ccc(Oc3ccccc3)cc2)O[C@@H]1CO | 2 | -5 | 0.0 | -2 | 8 | 0 | -0.3 | 0.1
CN1C(=O)c2cc(NC(=O)c3ccc(F)cc3)ccc2OC[C@@H]2O[C@H](CC(=O)NCC3CC3)CC[C@@H]21 | 11 | -6 | 0.2 | -13 | 2 | 3 | 1.3 | 0.0
NC(=O)CC(NC(=O)Cc1ccc(Cl)cc1)c1ccc(NC2CCCCCCC2)c([N+](=O)[O-])c1 (centres undefined) | x | -20 | 0.0 | x | 5 | x | -1.5 | 0.0
COc1ccc(C(=O)NCc2cnn(C)c2)cc1OC1CCN(C(C)C)CC1 | -12 | 2 | 0.1 | -4 | 6 | -3 | -2.5 | x
CCOC(=O)C1CCN(C(=O)c2ccc3c(Cl)c4c(nc3c2)CCCC4)CC1 | -3 | x | 0.0 | -7 | 2 | 8 | 1.0 | -1.0
CCOC(=O)N1CCC(NC(=O)c2cc(COc3ccccc3SC)on2)CC1 | -14 | 2 | 0.1 | 6 | -2 | -1 | -0.4 | -0.2

3 entries already listed, sorted by the value under F508del corr, largest number first:
molecule,F508del corr
CSCC(C)N1CCC(n2nccc2NC(=O)c2ccc3c(c2)OCO3)CC1 (centres undefined),0.6
COc1ccccc1NC(=O)C(C)OC(=O)c1nc2nc(C)cc(C)n2n1 (centres undefined),0.1
COc1ccc(NC(=O)N(C)C[C@@H]2OCc3ccccc3-c3ccccc3C(=O)N([C@H](C)CO)C[C@H]2C)c(OC)c1,-1.0
